# Assay outcomes as filed in PubChem BioAssay.
# LANA DNA inh: blocks KSHV LANA C-terminal domain binding to DNA; MBP-C-LANA/FAM-LBS DNA binding, fluorescence polarization; inhibition, % at 9 µM; hit rate 0.078% among 340,000;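 active = highest replicate inhibition at or above 60% at 9 µM, even if other replicates fall short; inactive = all replicates below 60% inhibition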;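 note: 0% = neutral control wells and 100% = 4 µM acridine orange control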
# cardiac RTF act: increases calcium sensitivity of human cardiac regulated thin filaments; hit rate 0.24% among 340,000; P19429+P45379; IANBD-labeled TnC RTF fluorescence at EC20 calcium; 0% EC20 calcium, 100% full calcium; activation, % at 7.2 µM;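 active = activation above the mean over all tested compounds plus 3 SD, cut at about 30% in these data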;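 note: rise in fluorescence read as greater calcium sensitivity of cardiac thin filaments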
# PKA-R2B activ: activators of human PKA-R2B complex; hit rate 0.079% among 340,000; AID 504700; PKA-R2B holoenzyme dissociation, Cy5-IP20 fluorescence polarization; R2B truncated from residue 108, S112A mutant; 0% DMSO only, 100% 113 µM cGMP; activation, % at 11.4 µM; P22694+P31323;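 active = activation above a cutoff set at the mean over all compounds plus 3 SD, cut at about 18% in these data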;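 note: higher means more holoenzyme dissociation and a rise in polarization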
# Target sequence (P31323 whole entry, looked up, other chains not shown, the tested form may be a part): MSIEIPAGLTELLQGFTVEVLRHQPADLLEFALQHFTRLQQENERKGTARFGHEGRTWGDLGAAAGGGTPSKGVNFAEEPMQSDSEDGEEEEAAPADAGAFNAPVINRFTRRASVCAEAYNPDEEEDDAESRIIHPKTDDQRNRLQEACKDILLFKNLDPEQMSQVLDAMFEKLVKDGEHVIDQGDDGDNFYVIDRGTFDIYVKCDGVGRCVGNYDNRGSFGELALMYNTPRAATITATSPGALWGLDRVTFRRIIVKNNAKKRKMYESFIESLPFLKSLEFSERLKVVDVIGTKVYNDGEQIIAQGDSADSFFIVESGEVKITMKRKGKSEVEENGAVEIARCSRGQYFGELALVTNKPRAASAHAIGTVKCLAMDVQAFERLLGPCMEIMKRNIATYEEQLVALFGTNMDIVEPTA
# CAL PDZ FP-1: inhibitors of human CAL PDZ peptide binding. Q9HD26. inhibition, % at 24.9 µM. purified CAL PDZ, TMR-peptide fluorescence polarization, 1 h. AID 602252. hit rate 0.92% among 300,000;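 active = mean inhibition of at least 30% with at least half of replicates also reaching 30%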;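 note: 0% = DMSO neutral control and 100% = excess unlabeled competitor peptide PRC23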
# Keap1-Nrf2 PPI: inhibitors of human Keap1-Nrf2 protein-protein interaction | Q14145 | Keap1 Kelch-Nrf2 peptide fluorescence polarization, 1536-well | inhibition, % at 9.4 µM | hit rate 0.15% among 340,000 | AID 504523; in the data active = inhibition above about 12%;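 note: human Keap1 Kelch domain with fluorescein labeled Nrf2 9mer peptide probe; 0% = neutral control wells and 100% = peptide positive control; higher means more block of Keap1 binding to Nrf2 peptide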
# CAL PDZ FP-2: human CAL PDZ-peptide interaction inhibition; Q9HD26; purified CAL PDZ, TMR-peptide fluorescence polarization, 1 h; inhibition, % at 20 µM; hit rate 0.02% among 330,000; AID 504414;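 active = highest replicate inhibition of at least 40%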;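 note: plate controls were DMSO neutral control wells for no effect and unlabeled competitor peptide control wells for full effect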
#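 Test system: purified CerCALP PDZ construct; Compound dosing: one concentration, 20 µM compound; Also added: TMR-labelled reporter peptide T*-PRC34 bound in PDZ groove; Read-out: inhibition from polarization loss; Controls: unlabelled peptide and DMSO controls; Signal: FP readout, S and P plane fluorescence; Incubation: 1 h at RT.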
# SR-BI DiI-HDL act: SR-BI HDL lipid transfer activation; CHO ldlA[mSR-BI] cells, DiI-HDL uptake fluorescence, 3 h; 100 = double the neutral-control signal; hit rate 0.096% among 320,000; activation, % at 12.5 µM;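 active = mean replicate activation of at least 60% and every replicate at or above 60%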;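 note: 0% = median plate neutral-control signal and 100% = twice that signal; values of inactives mirror those of a sister screen read the other way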
#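 System: LDL receptor-deficient CHO ldlA cells overexpressing murine SR-BI | Timing: 3 h uptake period with compound, 37 °C | Medium: HEPES-buffered (25 mM, pH 7.4) F12 plus 0.5% BSA | Dosing: Single-point compound dose | Signal: Bottom-read fluorescence, 550/595 nm | Read-out: Retained DiI signal reflecting DiI-HDL uptake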
# Rtt109 HAT inh: inhibitors of Candida albicans Rtt109/Vps75 histone acetyltransferase. Q5AAJ8. purified Rtt109/Vps75, ThioGlo CoA-SH fluorescence, 4 h. inhibition, % at 34.9 µM. hit rate 0.16% among 330,000;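 active = inhibition of at least 50% in every replicate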
# Target sequence (Q5AAJ8 whole entry, looked up): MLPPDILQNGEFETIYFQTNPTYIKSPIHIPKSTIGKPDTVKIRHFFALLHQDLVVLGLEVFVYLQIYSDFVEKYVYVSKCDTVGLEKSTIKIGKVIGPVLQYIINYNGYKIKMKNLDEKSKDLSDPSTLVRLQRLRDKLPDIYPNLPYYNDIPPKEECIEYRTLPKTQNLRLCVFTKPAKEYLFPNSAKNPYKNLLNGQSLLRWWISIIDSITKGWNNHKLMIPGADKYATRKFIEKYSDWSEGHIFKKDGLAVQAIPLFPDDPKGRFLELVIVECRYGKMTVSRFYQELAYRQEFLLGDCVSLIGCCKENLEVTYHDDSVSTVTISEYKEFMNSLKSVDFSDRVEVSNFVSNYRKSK
# DAGLB inh: blocks human DAGLB lipase activity. inhibition, % at 5.17 µM. HEK293T DAGLB membrane lysate, EnzChek fluorogenic substrate. hit rate 0.059% among 340,000. Q8NCG7; in the data active = inhibition above about 34%;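 note: 0% = enzyme with vehicle and 100% = wells lacking enzyme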
# RTF Ca sens inh: cardiac RTF calcium desensitization; P19429+P45379; IANBD-labeled cardiac RTF, Ca2+ fluorescence; inhibition, % at 7.15 µM; hit rate 0.12% among 340,000; AID 493244;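 active = inhibition above the mean inhibition of all tested compounds plus 3 SD, cut at about 17% in these data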;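 note: assay run at fixed EC70 calcium of 1.6 mM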
# An asterisk follows results filed as active; i = inactive; x = no result given; & = joins results of further samples.
SMILES,LANA DNA inh,cardiac RTF act,PKA-R2B activ,CAL PDZ FP-1,Keap1-Nrf2 PPI,CAL PDZ FP-2,SR-BI DiI-HDL act,Rtt109 HAT inh,DAGLB inh,RTF Ca sens inh
Cc1[nH]n(-c2ccccc2)c(=O)c1N=Nc1ccc2c(c1)OCCO2,0.9,-3,-2,x,0,0.7,-11,1,4,1
CCOc1cccc(NC(=O)C2CCCN(S(=O)(=O)c3ccc(OC)cc3)C2)c1 (stereo not drawn),0.1,4,-8,-5,0,x,1,11,-5,-3
CNCCCC12CCC(c3ccccc31)c1ccccc12,-0.3&-0.6&0.1,i,i,-3&-1&-2,i,-0.9&0.1&-1.7,9&25,4&4&-9,3&3&3,i
COc1ccc(OC)c(S(=O)(=O)Nc2ccc3c(c2)C(=O)OC3)c1,-0.8,6,-1,x,-7,-0.5,16,6,4,1
CCC(C)c1ccc(Nc2ncccc2C#N)cc1 (stereo not drawn),0.2,-1,-9,-5,2,0.1,21,0,-8,2
Cc1cc(C)nc(N/N=C/c2cccc([N+](=O)[O-])c2)n1,-0.3,x,x,x,-2,-0.3,35,1,x,x
COc1ccc(CC(=O)N/N=C\c2cc(Br)c(O)c(Br)c2)cc1,-0.2,3,8,1,-4,-2.8,6,6,6,-2
O=C(CN(Cc1ccc(F)cc1)C(=O)CCC(=O)Nc1nccs1)NCc1ccccc1,0.1,-3,-1,-2,-1,-1.7,1,-1,1,-3
O=C1N=C2SCCN2/C1=C\c1ccc(Cl)cc1,0.7,-2,-3,-4,-4,0.1,10,2,5,-1
CCCN(CCC)S(=O)(=O)c1ccc(C)cc1,2.6,-7,-4,-3,0,-0.1,-12,-10,0,14
CC1CC(C)CN(CCCNC(=O)c2cc3c(=O)[nH]c4ccccc4c3n2C)C1 (stereo not drawn),-0.5,1,-9,x,4,-2.9,-11,-7,-1,2
COc1ccccc1Nc1nc(-c2cccnc2)cs1,-6.2,4,-2,x,-4,-0.3,-2,1,0,-3
N#C/C(=C\c1ccccc1C(F)(F)F)C(=O)Nc1ccccc1,-0.4,8,-9,-41,-3,-1.5,-5,-13,1,-10
O=C(O)c1nn(-c2ccc(F)cc2)ccc1=O,-1.0,-7,-7,-1,-3,-1.9,x,7,1,-5
CCOC(=O)C1=CN(Cc2ccco2)S(=O)(=O)NC1c1ccc(C(F)(F)F)cc1 (stereo not drawn),1.6,1,-7,0,-4,-0.1,12,-6,-3,-5
N#CCCN(CCC#N)S(=O)(=O)c1ccc(C(=O)Nc2nc(-c3ccccc3)c(C(=O)c3ccccc3)s2)cc1,-0.2,-1,-6,7,-3,-0.7,-26,-7,4,1
COc1ccc(C(=O)Nc2nc(-c3ccc([N+](=O)[O-])cc3)c(-c3ccccc3)s2)cc1,24,-2,-3,-5,1,0.4,-14,6,3,2
CSc1nncc(-c2ccc(F)cc2)n1,-0.1,0,-6,1,0,-0.5,-19,-13,0,-4
CCc1nnc(NC(=O)c2cc(S(=O)(=O)N3CCN(CC)CC3)ccc2Cl)s1,-0.5,-6,-7,x,-2,2.1,25,0,-2,-8
CN(C)c1cc[n+](/C(C(=S)Nc2ccc(SC(F)F)cc2)=C(/[O-])c2ccccc2)cc1,0.0,-1,-6,-1,3,-0.7,x,2,-1,-3

# 7 compounds from above with just Keap1-Nrf2 PPI and PKA-R2B activ.
smiles	Keap1-Nrf2 PPI	PKA-R2B activ
N#C/C(=C\c1ccccc1C(F)(F)F)C(=O)Nc1ccccc1	-3	-9
O=C(O)c1nn(-c2ccc(F)cc2)ccc1=O	-3	-7
CCOC(=O)C1=CN(Cc2ccco2)S(=O)(=O)NC1c1ccc(C(F)(F)F)cc1 (stereo not drawn)	-4	-7
N#CCCN(CCC#N)S(=O)(=O)c1ccc(C(=O)Nc2nc(-c3ccccc3)c(C(=O)c3ccccc3)s2)cc1	-3	-6
COc1ccc(C(=O)Nc2nc(-c3ccc([N+](=O)[O-])cc3)c(-c3ccccc3)s2)cc1	1	-3
CSc1nncc(-c2ccc(F)cc2)n1	0	-6
CCc1nnc(NC(=O)c2cc(S(=O)(=O)N3CCN(CC)CC3)ccc2Cl)s1	-2	-7

# Going on with the list.
SMILES,LANA DNA inh,cardiac RTF act,PKA-R2B activ,CAL PDZ FP-1,Keap1-Nrf2 PPI,CAL PDZ FP-2,SR-BI DiI-HDL act,Rtt109 HAT inh,DAGLB inh,RTF Ca sens inh
CC(C)Cn1c(N)c(/C=N/NC(=O)c2ccc(Cl)cc2)c(=O)n(C)c1=O,-1.9,-6,6,x,1,-0.5,x,8,-1,-19
Cc1nn(CC(=O)N2CCC(C)CC2)c(=O)c2nn(-c3ccccc3)c(C)c12,-1.1,4,4,2,-2,-1.3,-1,1,1,1
COc1ccccc1NC(=O)C1=C(C)NC(=O)NC1c1ccc(C)cc1 (stereo not drawn),-1.3,0,2,-2,-3,0.5,-3,-5,-2,-12
O=C(O)C1CCC(Cn2c(SCc3cc(=O)n4cc(Cl)ccc4n3)nc3ccsc3c2=O)CC1 (stereo not drawn),0.1,-3,-6,-5,-1,0.9,27,x,-1,1
COc1cc(CNC2CCCCCC2)cc(OC)c1,0.8,8,-2,-2,-1,-2.2,20,5,1,-2
N#Cc1ccccc1NC(=O)CNc1cc(S(=O)(=O)N2CCOCC2)ccc1NCC1CCCO1 (stereo not drawn),0.4,-6,7,-2,6,-1.4,18,28,0,4
COc1ccc(N=Nc2c(-c3ccc(OC)cc3)[nH]oc2=O)cc1,-0.1,-3,-3,-11,-5,x,-57,3,1,-1
Oc1ccc(N2CCN(C(c3ccccn3)c3nnnn3C3CCCC3)CC2)cc1 (stereo not drawn),-2.1,3,-3,-2,2,0.6,21,5,6,-14
C=CCOc1ccc2ccccc2c1CNCCCN1CCOCC1,-1.0,-3,-4,0,-2,-2.2,20,-8,-4,0
Cc1ccc(N(CC(=O)NCc2ccco2)C(=O)CNS(=O)(=O)c2ccc(F)cc2)c(C)c1,0.0,-2,4,-4,-1,-3.4,-12,18,-2,0
CCc1cccc(N(C(=O)c2csnn2)C(C(=O)NC2CCCC2)c2cccnc2)c1 (stereo not drawn),0.3,5,14,-2,1,-4.5,31,-11,0,-14
O=C(OCC(=O)c1ccc(S(=O)(=O)N2CCCC2)cc1)C1=COCCO1,3.8,2,10,-3,4,-4.3,4,-11,-1,-19
Cn1cc(CN2CCCC(CO)C2)c(-c2ccc(Oc3ccccc3)cc2)n1 (stereo not drawn),0.4,-2,-2,-2,-3,-1.9,11,5,0,-13
O=C(NNc1c(Cl)cc(Cl)cc1Cl)c1n[nH]c(=O)c2ccccc12,0.6,-6,1,7,-3,0.6,x,11,1,-1
Cn1c(CO)cnc1SCC(=O)c1ccc(Br)cc1,-0.5,2,-2,4,-3,x,13,-9,1,2
CCOC(=O)CC1C(=O)NCCN1C(=O)Nc1ccc(Cl)cc1 (stereo not drawn),0.1,-4,12,x,-6,0.2,27,-10,1,-5
Cc1cc(C)c2sc(C)[n+](CCCS(=O)(=O)[O-])c2c1,-0.8,0,13,10,1,-1.4,8,90*,1,-18
CCc1cc(C(=O)Nc2ccc(OC)nc2)sc1C,20,17,-6,15,8,-1.7,-50,0,-6,-24
COc1ccc(CCN2CC(C(=O)NCc3cccc4[nH]ccc34)CCC2=O)cc1 (stereo not drawn),-2.0,1,9,-4,-5,0.6,12,-4,2,-4
CCOC(=O)c1ccc(N2C(=O)C(CC(N)=O)N(CCc3ccc(OC)c(OC)c3)C2=S)cc1 (stereo not drawn),0.5,2,3,4,3,0.1,6&-39,3&3,0,14

# Some of the entries so far, as labelled records:
SMILES: Cc1cc(C)nc(N/N=C/c2cccc([N+](=O)[O-])c2)n1
- LANA DNA inh: -0.3
- cardiac RTF act: x
- PKA-R2B activ: x
- CAL PDZ FP-1: x
- Keap1-Nrf2 PPI: -2
- CAL PDZ FP-2: -0.3
- SR-BI DiI-HDL act: 35
- Rtt109 HAT inh: 1
- DAGLB inh: x
- RTF Ca sens inh: x
SMILES: COc1ccc(CC(=O)N/N=C\c2cc(Br)c(O)c(Br)c2)cc1
- LANA DNA inh: -0.2
- cardiac RTF act: 3
- PKA-R2B activ: 8
- CAL PDZ FP-1: 1
- Keap1-Nrf2 PPI: -4
- CAL PDZ FP-2: -2.8
- SR-BI DiI-HDL act: 6
- Rtt109 HAT inh: 6
- DAGLB inh: 6
- RTF Ca sens inh: -2

# (continued)
SMILES,LANA DNA inh,cardiac RTF act,PKA-R2B activ,CAL PDZ FP-1,Keap1-Nrf2 PPI,CAL PDZ FP-2,SR-BI DiI-HDL act,Rtt109 HAT inh,DAGLB inh,RTF Ca sens inh
CCOc1ccc(/C(CC)=N/NC(=O)C2(C)CC2(Br)Br)cc1 (stereo not drawn),0.3,-5,6,-1,1,-1.1,7,-9,-1,9
O=c1[nH]c(=S)[nH]c2nc(-c3ccccc3)cnc12,-2.2,-2,-5,-5,1,-4.0,7,10,2,-6
CCOC(=O)C1=C(C)OC(N)=C(C#N)C1c1cc2c(cc1Br)OCO2 (stereo not drawn),-4.3,7,-3,0,-3,-4.4,12,23,-3,-5
O=C(COC(=O)c1cc(S(=O)(=O)N2CCOCC2)ccc1F)NCCc1ccc(F)cc1,-0.6,-1,6,1,2,-1.1,-2,-6,1,-14
O=C(Cn1cnc2c(OCc3ccccc3)ncnc21)NCc1ccccn1,-0.3,1,-6,-6,-6,0.5,-2,-3,-2,-2
Cc1cc(N2CCN(S(=O)(=O)c3ccc(Cl)c(Cl)c3)CC2)c2ccccc2n1,0.2,0,-4,x,-2,0.0,-20,12,-3,5
COc1cc(C2CC(=O)NC(SCC(=O)Nc3ccccc3C)=C2C#N)ccc1O (stereo not drawn),0.8,1,-11,12,-4,-0.3,17,-5,-1,0
Cc1ncc(S(=O)(=O)c2ccc(Cl)cc2)c(-c2ccccc2)n1,-0.4,2,9,-2,-1,-1.0,x,1,-3,-8
CCOC(=O)CNC(=O)c1sc(NC(=O)c2cccc(F)c2)nc1C,0.0,-9,-2,-2,-3,-1.0,-43,-8,2,-7
Cc1cccc(NC(=O)C2CCN(c3nc(C)cc(C)n3)CC2)c1,0.5,-1,-7,0,1,-0.8,x,-5,-7,-4
